# Screens from PubChem.
# Pf Dd2 growth = Plasmodium falciparum Dd2 growth inhibition. P. falciparum Dd2 growth, SYBR Green, 72 h. Potency, µM (titrated, usually from 28.9 µM), inactives show at the top dose activity, negative = inhibition, actives largely listed as inhibitors. actives 4.3% (n = 120,000). AID 1347417; active means well fitted inhibition curve with a large enough effect; inconclusive means small, poorly fitted or top-dose-only effect; inactive means no such curve, though single readings can be large or run the other way;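 further: plate controls were DMSO vehicle for no effect and reference drug for full effect; nearly all actives have a fitted effect of over 65% in size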
#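 Infected erythrocytes (Dd2, 0.3% parasitemia, 2.5% hematocrit final) are added to compound in RPMI-1640/Albumax II medium, grown 72 h at 37C in low oxygen, then lysed with saponin/Triton-X containing SYBR Green and read by fluorescence.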
# * hit, by the source's call; i = inactive; ? = inconclusive; [ ] = remark or other dose. Potency means the concentration at half of the fitted maximal effect. The list is partial; count on the stated rates, not on these rows.
canonical_smiles,Pf Dd2 growth
COc1ccc(-c2cc(N3CCCC(NC(=O)CCc4ccccc4OC)C3)n[nH]2)cc1 (stereo not given),-3.3%
COc1cccc(CNC(=O)c2ccc3c(c2)N(C)C2CCCCN2C3=O)c1OC (stereo not given),i
Cc1nc(CN2C[C@H](C(=O)NCCOc3ccccc3)C[C@@H]2c2ccc(F)cc2)cs1,i
CCc1cccc(NC(=O)c2ccc(CN3C(=O)C(C)=C(c4ccc(OC)cc4)S3(=O)=O)cc2)c1,10.7%
CCN(CC)C(=O)c1c(NC(=O)c2cccc(C)c2)sc2c1CCC(C)C2 (stereo not given),-17.8%
Cc1ccccc1N1CCN(S(=O)(=O)c2ccccc2)CC1,-7.9%
COC1CN(c2ccc(C)cc2)C12CCNCC2 (stereo not given),-10.1%
CCc1ccc(S(=O)(=O)c2c(C(=O)c3ccc(C)c(C)c3)cnc3ccccc23)cc1,3.98µM*
COc1ccc(-c2noc(C(=O)O)c2[C@@H](C)NS(=O)(=O)CC(C)C)cc1,-2.7%[44.1 µM]
CS(=O)(=O)N1CCc2cc(C(=O)N3CCN(c4ccccc4F)CC3)ccc21,7.9%
CC1CCN(C(=O)Cn2c(SCC(=O)Nc3ccc(F)cc3)nc3ccccc32)CC1,i
Cc1cccc(Cl)c1NC(=O)Cn1cccc1-c1nc(-c2ccc(F)cc2)no1,-23.6%
CCOC(=O)c1ccccc1NC(=O)N1CCOc2ccc(Cl)cc21,-6.2%
Cc1nc(-c2c3n(c(=O)n(CC(=O)Nc4cccc(F)c4)c2=O)CCCC3)no1,25.8%
O=C(N[C@H]1C[C@@H](CO)N(Cc2cccs2)C1)c1cccnc1,4.5%
O=C(Nc1ccc([C@@H](O)[C@H]2COCC(=O)N2CC2CC2)cc1)c1ccco1,3.6%[44.1 µM]
CCOc1ccc(-c2nonc2NC(=O)c2oc3ccc(F)cc3c2C)cc1,?
Cc1cccc(NC(=O)C2(C)CCCCC(=O)N2)c1 (stereo not given),3.7%
COc1ccc(C(=O)N2C[C@@H](CO)[C@H](c3nc(C4CC4)no3)C2)cc1,17.3%
COCCc1noc(C2CN(C(=O)C3CCOC3)C2)n1 (stereo not given),12.8%

# A different layout for some results above:
compound: COc1ccc(-c2cc(N3CCCC(NC(=O)CCc4ccccc4OC)C3)n[nH]2)cc1 (stereo not given)
  Pf Dd2 growth: -3.3%
compound: COc1cccc(CNC(=O)c2ccc3c(c2)N(C)C2CCCCN2C3=O)c1OC (stereo not given)
  Pf Dd2 growth: i
compound: Cc1nc(CN2C[C@H](C(=O)NCCOc3ccccc3)C[C@@H]2c2ccc(F)cc2)cs1
  Pf Dd2 growth: i

# Back to the main list, starting 2 compounds before the break.
canonical_smiles,Pf Dd2 growth
COc1ccc(C(=O)N2C[C@@H](CO)[C@H](c3nc(C4CC4)no3)C2)cc1,17.3%
COCCc1noc(C2CN(C(=O)C3CCOC3)C2)n1 (stereo not given),12.8%
COc1ccccc1N1CCN([C@H]2[C@@H]3OC[C@@H](O3)[C@@H](NCc3cnc4ccccc4c3)[C@@H]2O)CC1,-1.5%
COc1cc2cc(CN3CCC[C@@H]3CO)c(-c3cccc(Cl)c3)nc2cc1OC,12.6µM*
COCCC1(NS(C)(=O)=O)CCN(S(=O)(=O)c2ccc(C#N)cc2)CC1,0.0%
CN1CCN(CCCOc2ccccc2CN2CCc3nc[nH]c3C2)CC1,-2.4%
CCC(N)(CC)c1cn(CC2CCCN(S(C)(=O)=O)C2)nn1 (stereo not given),-12.5%
O=C1CN(C(=O)Cc2ccc(F)cc2)C(c2ccccc2)c2cc(Cl)ccc2N1 (stereo not given),?
Fc1cc(F)cc(CNc2ncncc2-c2nc(-c3ccccc3)no2)c1,?
CCOc1ccc(N2CC(c3nc4ccccc4n3CCCCOc3ccc(OC)cc3)CC2=O)cc1 (stereo not given),12.6µM*
Cc1nc(N2CC3CC(C2)c2cccc(=O)n2C3)c2c(C)nn(C)c2n1 (stereo not given),-4.4%
CCC1=NS(=O)(=O)c2cc(NC(=O)C3CC3)ccc2N1CCOC,-15.5%
CN1CC[C@H]2CN(S(=O)(=O)c3ccc(NC(N)=O)cc3)C[C@H]21,-5.1%
CNc1ccc(C(=O)N2CCC(CCn3cccn3)CC2)cn1,-23.4%
O=C(NCC12CC3CC(CC(C3)C1)C2)c1cc2nc(-c3ccccc3)cc(C(F)(F)F)n2n1,-0.8%
CN(Cc1ccnn1C)C1CCCc2ccccc21 (stereo not given),i
O=C(Nc1ccccc1C(=O)OCc1cc(=O)n2nc(C3CC3)sc2n1)c1cccc(F)c1,14.6%
O=C(CSc1nc2c([nH]c3ccccc32)c(=O)n1-c1ccccc1)NCc1ccc(F)cc1,?
O=C1NC[C@@H](CCC(=O)N2CCCC2)N2C[C@@H](NCc3cccc(Cl)c3)C[C@@H]12,-2.4%[44.1 µM]
CCn1nc(C)c2c(-c3ccccc3)cc(=O)n(C(C)C(=O)NCc3ccccc3OC)c21 (stereo not given),-17.4%
CCCN1CCCC2(Cc3ccccc3CN(C(=O)Cc3ccccc3)C2)C1 (stereo not given),6.31µM*
CCc1nc2c(c(-c3ccc(Cl)cc3)n1)CCN([S+](=O)([O-])c1ccccc1)CC2,?

canonical_smiles,Pf Dd2 growth
Cc1nc2c(NC3CCN(C(=O)c4cnccn4)CC3)cccn2n1,-3.2%
O=C(CC[C@H]1NC(=O)c2ccccc2NC1=O)Nc1ncc[nH]1,-2.0%
CNC(=O)N1CCC(C2CCN(C(=O)Cn3cccn3)C2)CC1 (stereo not given),5.0%
Cc1cccc(NC(=O)Cn2c(N3CCC(C)CC3)nc(C)cc2=O)c1,-16.2%
COc1ccc(-n2nc(C3CCN(C(=O)c4ccccc4C)CC3)[nH]c2=O)cc1,?
CCN1c2cc(C(=O)Nc3ccc(F)c(F)c3)ccc2C(=O)N2CCCC21 (stereo not given),-9.2%
Cc1cc2cc(C(=O)N(C)Cc3ccc4nsnc4c3)ccc2o1,-7.0%
O=C(Cn1ccn2nc(-c3ccc(F)cc3)c(CO)c2c1=O)Nc1cc(F)ccc1Cl,0.9%
O=C(Nc1ccc2c(N3CCOCC3)ncnc2c1)c1cccc(Cl)c1,?
COc1ccc(CC(=O)NC2CCN(c3cc(-c4ccc(Cl)cc4)[nH]n3)C2)cc1 (stereo not given),?
O=C(Nc1ccc(C(F)(F)F)cc1)C1=NO[C@@H]2CN(CCc3ccccc3)C[C@H]12,i
Cc1cccc(C)c1NC(=O)CSc1ncc2c(n1)-c1ccc(Cl)cc1N(Cc1ccccc1)S2(=O)=O,11.2µM*
O=S(=O)(Cc1noc([C@@H]2C[C@@H](O)CN2Cc2ncc[nH]2)n1)c1ccc(F)cc1,i
CCOC(=O)c1c(S(=O)(=O)NCC(=O)Nc2ccc(C(C)=O)cc2)c(C)n(C)c1C,0.4%
O=C(C1CCCC1)N1Cc2ccccc2CC2(CCN(Cc3cccnc3)C2)C1 (stereo not given),?
CCOCCN1C(=O)COC[C@@H]1[C@H](O)c1ccc(NC(=O)C2CC2)cc1,-15.8%[44.1 µM]
COc1ccc(C(=O)N2CCCC(c3noc(COc4ccccc4)n3)C2)cc1OC (stereo not given),?
C=CCN(CC=C)C(=O)C1(Oc2cccnc2C)CCNCC1,?
COc1ccccc1-c1cnc(Nc2cccc(N[S+](C)(=O)[O-])c2)c2c1CCO2,?
O=C1NCCOCCCN(C(=O)CC2CCCC2)[C@H]2CCCC[C@@H]12,-23.1%

canonical_smiles,Pf Dd2 growth
COc1ncccc1-c1ccnc(-c2nnc(C)n2C2CCCCC2)c1,i
Cc1cccc(NC(=O)CSc2nc3ccccc3nc2N2CCCCC2)c1C,?
CCc1c(-c2ccccc2)nc2ccccc2c1C(=O)NCc1ccc(C)cc1,?
CN(C)[S+](=O)([O-])c1ccc2c(c1)OCCN(Cc1ccc(C(F)(F)F)cc1)C2,?
COCCC1(NC(=O)c2ccccc2)CCN(Cc2cn[nH]c2-c2cccs2)CC1,8.91µM*
COCCn1c(=N)c(C(=O)NCc2ccco2)cc2c(=O)n3cc(C)ccc3nc21,-11.7%
O=C(c1ccoc1)N1CCCN(Cc2cn(-c3ccccc3)nn2)CC1,-10.5%
CC(=O)Nc1cccc(-c2cc3c(ccn3C)c(C(=O)NCc3cccnc3)n2)c1,?
N#Cc1cccc(CN2CCn3nnc(-c4nc(-c5ccsc5)no4)c3C2=O)c1,-6.3%
Cc1ccc(NC(=O)CN2CCSc3ccc(S(=O)(=O)N4CCCC4)cc32)cc1C,?
COc1ccccc1CNC(=O)CN1C(=O)COc2ccc(S(=O)(=O)N3CCC(C)CC3)cc21,i
CCc1nc2ccc(C(=O)NCCc3ccc(OC)cc3OC)cc2nc1CC,?
COc1ccc(CN2CCCC3(Cc4ccccc4CNC3=O)C2)cc1F (stereo not given),?
Cc1ccc(C(C)NC(=O)CN2C(=O)C3(CCNCC3)Nc3ccccc32)cc1 (stereo not given),?
COc1ccc(C(=O)N2CCCCCNC(=O)[C@@H]3CCC[C@@H]32)c(OC)n1,-10.0%
O=C(NCc1cccnc1-n1cncn1)C1CC2(CCNCC2)CN1 (stereo not given),3.3%
COc1ccc(-c2ccccc2NC(=O)C2CCCN2C(=O)NC(C)C)cc1 (stereo not given),5.2%
CC1CCN(S(=O)(=O)c2ccc3c(c2)N(CC(=O)NCc2ccccc2)C(=O)CO3)CC1,?
O=C(c1ccccc1)N1CCC(N2CCOC2=O)CC1,3.9%[44.1 µM]
Cc1ccc(CN2C(=O)c3ccccc3Sc3ccc(C(=O)NCCCN4CCOCC4)cc32)cc1,i

canonical_smiles,Pf Dd2 growth
O=C(c1ccc(F)cc1Cl)N1CCC(n2cc(-c3nc(-c4ccccc4)no3)nn2)CC1,-13.1%
Cc1ccc(C(=O)N2CC[C@@H]3CN(S(C)(=O)=O)[C@@H]3C2)c(C)c1,-0.3%
Cc1nc2c(c(N[C@@H]3COCC[C@H]3OCc3ccccn3)n1)CCC2,-16.0%
COc1ccc(NC(=O)CSc2nc3ccccc3nc2N2CCCCC2)cc1,-7.4%
COc1ccccc1CCNC(=O)Cc1c(C)c2cc(Cl)c(O)cc2oc1=O,?
CCC(=O)C1=C(c2ccc(F)cc2)N(C(=O)CC)n2cnnc2S1,4.47µM*
Cc1ccsc1CN1CCCCCCNC(=O)CC1,?
COc1cccc(C(=O)N2CC(CO)C3(CCNCC3)C2)c1OC (stereo not given),12.8%
Cc1ccc2c(c1)C(=O)OC(C(=O)Nc1ncc(Cc3ccc(C(C)C)cc3)s1)C2 (stereo not given),17.4%
COc1ccc(-c2cc(C)no2)cc1S(=O)(=O)N1CCN(c2cccc(C)c2)C(C)C1 (stereo not given),2.3%
COc1ccc(-c2cc3nc4c(c(=O)n3[nH]2)CN(C(=O)NCc2ccco2)CC4)cc1,i[5.79 µM]
CCC(C)NC(=O)Cn1c(=O)n(-c2ccc(C)c(C)c2)c(=O)c2c3c(sc21)CCCCC3 (stereo not given),6.2%
COc1ccc(-c2nc(C(C)C)nc3c2CN(C(=O)c2ccc4c(c2)OCO4)CC3)cc1,?
COc1ccc(-n2nc(C(=O)Nc3cccc(Cl)c3)c3c4ccccc4n(C)c3c2=O)cc1Cl,32.4%[activator][5.79 µM]
CC(=O)N1CCC(N2CCN3C(=O)N(Cc4ccccn4)C[C@H]3C2)CC1,3.2%[44.1 µM]
COc1cccc(CNC(=O)[C@@H]2C[C@@H](O)CN2C2CCN(C(=O)c3sccc3C)CC2)c1,i
COc1ccc(CN(Cc2ccco2)C(=O)COc2ccccc2Cl)cc1,14.2%
CCc1ccccc1Nc1cc(C(=O)NCCc2ccccc2)c2ccccc2n1,-23.4%
O=C(Nc1sc2c(c1C(=O)NCc1ccccc1)CCCC2)c1cc(=O)c2cc(Cl)ccc2o1,25.4%
CCOc1cccc(C(=O)Nc2ccc3oc(-c4ccc(C(C)(C)C)cc4)nc3c2)c1,i

canonical_smiles,Pf Dd2 growth
O=S(=O)(c1ccccc1)c1nnn2c1nc(NCc1ccccc1)c1cc(Cl)ccc12,?
O=C(NC1CCCN(c2cc(-c3ccccc3)[nH]n2)C1)c1ccccc1F (stereo not given),i
CCOc1ccc(CNC(=O)c2ccc(Sc3ccc(Cl)cc3)c(NC(C)=O)c2)cc1,-14.2%
COC(=O)c1scc(-c2ccccc2)c1S(=O)(=O)Nc1cccc(C)c1C,0.1%
COc1ccc(CC(=O)N[C@H]2[C@H](O)[C@H](O)C[C@@H]2c2cccnc2)cc1,27.9%[44.1 µM]
CC(C)c1noc(Cn2nc(-c3ccccc3)c3ccccc3c2=O)n1,?
CCN1CCOC(=O)C1CC(=O)Nc1ccc(Br)cc1 (stereo not given),12.1%
Cc1cccc(OCC(=O)Nc2ccc(S(=O)(=O)N(Cc3ccccc3)c3ccccc3)cc2)c1,63.2%[activator]
Cc1ccccc1-c1nc2cc3c(cc2cc1CN1CCC[C@H]1CO)OCO3,-13.6%
COc1ccc(-c2noc([C@@H]3CCCN3C(=O)c3cccc(Cl)c3)n2)cc1,i
Cc1ccc(NC(=O)c2c(NC(=O)c3ccccc3)sc3c2CCC3)cc1,i
CN(Cc1nccs1)c1cc(C2CC(O)C2)ncn1 (stereo not given),-3.7%
CCOC(=O)c1cccc(NC(=O)CCn2nc(C)c(S(=O)(=O)N3CCCCC3)c2C)c1,i
CC(=O)c1ccc(NC(=O)N2Cc3[nH]cnc3C[C@H]2c2nc(-c3ccc(F)cc3)no2)cc1,-19.8%
